Assay outcomes deposited in PubChem BioAssay by National Center for Advancing Translational Sciences (NCATS).
JMJD2A Tudor: qHTS Assay for Inhibitors of JMJD2A-Tudor Domain. AlphaScreen JMJD2A-Tudor / H3K4me3 peptide binding. Lysine-specific demethylase 4A (Homo sapiens), O75164. Potency, µM (titrated, usually from 114 µM), inactives show at the highest dose activity change, negative = inhibition, usual class: inhibitors. actives 4.4% (n = 390,000); also: potency is read from the fitted curve at half-maximal effect; % is scaled to controls: 0 for no effect and ±100 for the full control effect; nearly all actives have a fitted effect of over 50% in size
RGS4 inhibitor: Inhibitors of Regulator of G Protein Signaling (RGS) 4: qHTS | Regulator of G-protein signaling 4 (Homo sapiens), P49798 | Transcreener GDP fluorescence polarization, RGS4-accelerated GTP hydrolysis | Potency, µM (top dose mostly 114 µM), without a hit: top-dose activity change, negative = inhibition, hits mostly inhibitors | actives 0.039% (n = 390,000) | AID 504845, 2011; also: potency is read from the fitted curve at half-maximal effect; % is scaled to controls: 0 for no effect and ±100 for the full control effect; nearly all actives have a fitted effect of over 75% in size; some results filed as inactive show a strong effect at the top dose
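MLSMR compounds (23 nl, pin-transferred) preincubated 10 min at room temperature with a 500nM (2x) first reagent, then RGS4 at 900nM (2x) plus Transcreener GDP mix added; fluorescence polarization (620/688 nm) read before and after 90 min at 30 °C.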
HP1b chromo inh: HTS for Inhibitors of HP1-beta Chromodomain Interactions with Methylated Histone Tails; actives 0.56% (n = 390,000); Potency, µM (series often up to 114 µM), inactives show at the highest dose activity change, negative = inhibition, hits mostly inhibitors; Chromobox protein homolog 1 (Homo sapiens), P83916; AID 540317, 2011; AlphaScreen HP1-beta / biotin-H3K9me3 peptide binding; also: potency is read from the fitted curve at half-maximal effect; nearly all actives have a fitted effect of over 70% in size; inactives centre near 23
Target sequence (P83916 whole entry, looked up): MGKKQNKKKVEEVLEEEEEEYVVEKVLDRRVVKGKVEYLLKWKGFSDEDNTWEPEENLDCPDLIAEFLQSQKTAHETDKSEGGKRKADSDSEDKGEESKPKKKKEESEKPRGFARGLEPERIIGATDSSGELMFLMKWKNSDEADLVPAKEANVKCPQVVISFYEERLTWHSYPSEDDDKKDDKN
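HP1-beta protein (50 nM final) preincubated 30 min at room temperature with biotinylated H3(1-18)K9me3 peptide (50 nM) in PBS pH 7.4, 0.01% Tween-20, then compound added for 30 min. AlphaScreen streptavidin donor/nickel chelate acceptor beads (10 ug/mL final), 30 min dark, luminescence read.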
GLS inh: qHTS for Inhibitors of Glutaminase (GLS) | GLS enzymatic activity, qHTS titration | Potency, µM (highest dose often 45.5 µM), for the others: at the top dose activity change, negative = inhibition, actives largely listed as inhibitors | actives 0.21% (n = 410,000); also: potency is read from the fitted curve at half-maximal effect; % is scaled to controls: 0 for no effect and ±100 for the full control effect
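Glutamate formation by hKGA was monitored fluorometrically using coupled glutamate oxidase, HRP and Amplex Red. Substrate was added as 1 mM L-glutamine solution; incubation was 30 min at RT after an initial read.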
BAZ2B block: qHTS Assay for Inhibitors of BAZ2B. Potency, µM (series often up to 114 µM), for the others: at the top dose activity change, negative = inhibition, hits mostly inhibitors. AlphaScreen BAZ2B-H3K14Ac peptide displacement. actives 4.4% (n = 360,000). AID 504333, 2011. Bromodomain adjacent to zinc finger domain protein 2B (Homo sapiens), Q9UIF8; also: potency is read from the fitted curve at half-maximal effect; % is scaled to controls: 0 for no effect and ±100 for the full control effect; nearly all actives have a fitted effect of over 60% in size
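Complex of BAZ2B and biotin-H3K14Ac (50 nM apiece) forms over 30 min at RT, then faces library compounds up to 110 uM for another 30 min; AlphaScreen beads added, 20 min dark incubation, luminescence read.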
PI4K2A block: qHTS for small molecular inhibitors of PI4K2A | actives 0.13% (n = 420,000) | activity change, negative = inhibition, % at 76.9 µM | Phosphatidylinositol 4-kinase type 2-alpha (Homo sapiens), Q9BTU6 | purified PI4K2A, ADP-Glo luminescence, 1 h; stronger effect = lower value | AID 1346378, 2018; in the data active = activity change below about -50%; inconclusive = mostly about -30% to -49%;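 also: -100% = wells without enzyme as full effect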
Target sequence (Q9BTU6 whole entry, looked up): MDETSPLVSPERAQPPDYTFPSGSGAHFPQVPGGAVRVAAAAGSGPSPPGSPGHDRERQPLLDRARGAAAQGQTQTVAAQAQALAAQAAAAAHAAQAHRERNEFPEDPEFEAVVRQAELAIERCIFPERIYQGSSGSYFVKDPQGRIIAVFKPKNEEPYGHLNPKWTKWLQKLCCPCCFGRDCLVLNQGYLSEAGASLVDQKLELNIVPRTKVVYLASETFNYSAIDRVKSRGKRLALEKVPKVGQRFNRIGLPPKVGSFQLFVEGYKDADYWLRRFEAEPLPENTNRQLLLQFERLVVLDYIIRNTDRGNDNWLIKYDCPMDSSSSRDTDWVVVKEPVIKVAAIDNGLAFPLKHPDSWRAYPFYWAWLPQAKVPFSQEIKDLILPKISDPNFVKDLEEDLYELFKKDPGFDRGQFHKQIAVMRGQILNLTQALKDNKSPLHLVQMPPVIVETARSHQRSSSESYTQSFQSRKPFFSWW
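In this quantitative HTS, ADP production by PI4K2A was quantified luminescently after 1 h at ambient temperature; 100 microM adenosine served as plate-quality control.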
ALOX12 inh: Primary qHTS assay for inhibitors of human arachidonate 12S-lipoxygenase (ALOX12): Round 2 | purified 12hLO, xylenol orange hydroperoxide absorbance | actives 1.1% (n = 580,000) | Potency, µM (highest dose often 108 µM), inactives show at the top dose activity change, negative = inhibition, usual class: inhibitors; also: potency is read from the fitted curve at half-maximal effect; % is scaled to controls: 0 for no effect and ±100 for the full control effect
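Purified human 12hLO at 150 nM in 25 mM Hepes, 0.01% Triton X-100, pH 7.0, preincubated 15 min at room temperature with compound. Reaction started with 40 uM arachidonic acid, 30 min at room temperature. Hydroperoxide measured by Fe-xylenol orange, 573/405 nm absorbance ratio.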
G9a block: qHTS Assay for Inhibitors of Histone Lysine Methyltransferase G9a | G9a H3K9 monomethylation, AlphaScreen, 2 h | Potency, µM (doses to about 102 µM), for the others: at the top dose activity, negative = inhibition, actives largely listed as inhibitors | actives 8.8% (n = 350,000) | AID 504332, 2011; also: potency is read from the fitted curve at half-maximal effect; % is scaled to controls: 0 for no effect and ±100 for the full control effect; nearly all actives have a fitted effect of over 75% in size
Target sequence (Q96KQ7 913-1193 limits assumed): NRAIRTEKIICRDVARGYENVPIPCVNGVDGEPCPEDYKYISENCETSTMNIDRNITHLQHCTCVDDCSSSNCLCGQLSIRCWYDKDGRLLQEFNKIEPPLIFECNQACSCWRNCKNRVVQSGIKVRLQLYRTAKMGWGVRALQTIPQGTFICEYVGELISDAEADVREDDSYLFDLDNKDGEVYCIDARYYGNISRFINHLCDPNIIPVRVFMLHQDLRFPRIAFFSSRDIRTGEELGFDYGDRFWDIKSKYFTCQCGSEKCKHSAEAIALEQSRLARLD
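Quantitative HTS format: methyltransferase activity on a biotin-tagged H3K9 peptide is measured by AlphaScreen, using a rabbit anti-monomethyl-H3K9 antibody with streptavidin donor and anti-IgG acceptor beads. Final levels are 20 nM enzyme, 500 nM peptide, 20 uM SAM; 2 h RT.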
ERG Ets-DNA blk: qHTS for Small Molecule Inhibitors of the ERG Ets/DNA interaction; Transcriptional regulator ERG (Homo sapiens), P11308; fluorescence polarization, His-ERG Ets domain / labelled DNA; Potency, µM (highest dose often 76.9 µM), without a hit: top-dose FP activity, negative = inhibition, most hits filed as inhibitors; actives 0.028% (n = 370,000); AID 624246, 2012; active = well fitted inhibition curve with a large enough effect in the polarisation, with a control signal flat; inconclusive = small, poorly fitted or top-dose-only effect, or effect the other way, or a change in a side signal; inactive = no such curve, though single readings can be large or run the other way; the % refers to the polarisation;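 also: polarization taken with two DNA probes labelled with fluorescein and Texas red; potency is read from the fitted curve at half-maximal effect; % of control where 0% means no effect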
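His-tagged ERG Ets domain (1 uM in the protein solution; 300mM KCl, 50mM Tris-HCl, 1mM EDTA, 1mM DTT, pH 7.5) received compound, then a probe mix of 5 nM fluorescein-DNA and 100nM Texas-615-DNA. Fluorescence polarization was read for both dyes.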
* hit, by the source's call; ? = inconclusive; . = no result given; & = joins results of further samples; [ ] = dose if it differs, or a comment. Unless noted, calls follow the shape of the dose curve; as a rule, active = well fitted curve in the direction sought with a large enough effect; inconclusive = small, poorly fitted or top-dose-only effect, or another doubt; inactive = no such curve, though single readings can be large; an effect the other way counts as inactive or inconclusive. These rows are one share of the data. The share of hits here may be higher or lower than overall.

SMILES | JMJD2A Tudor | RGS4 inhibitor | HP1b chromo inh | GLS inh | BAZ2B block | PI4K2A block | ALOX12 inh | G9a block | ERG Ets-DNA blk
O=c1cc(O)n(-c2ccccc2F)c(=S)[nH]1 | -31% | ? | -3% | 1% | -10% | 9 | ? | 50µM* | 4%
Cc1cc(CNC(=O)CC2C(=O)NCCN2CC(c2ccccc2)c2ccccc2)on1 (stereo not drawn) | -32% | ? | 0% | 17% | 2% | -8 | ? | . | 7%
C=CCC[C@@H](Cc1ccc(F)cc1)C(=O)OC[C@@H]1CCCN1C(=O)[C@@H](CC=C)CC(=O)N[C@@H](CO)Cc1ccccc1 | -19% | 1% | 27% | -2% | . | 1 | ? | . | -6%
O=C(NN/C(=N/S(=O)(=O)c1ccc(Cl)cc1)c1ccccc1)c1cccc(Cl)c1 | 19% | -9% | 99%[activator] | -1% | 27% | 1 | -1% | 7% | -5%
Cc1ccc(S(=O)(=O)N2CCN(C(=O)CCC(=O)N3CCc4ccccc43)CC2)cc1 | -16% | -4% | 17% | -6% | 5% | -4 | -22% | 3%[59 µM] | 1%
Cc1cc(C)nc(NS(=O)(=O)c2ccc(NC(=O)c3cccs3)cc2)n1 | -3% | -42% | 33% | 12% | -17% | 2 | 0% | 8%[12.7 µM] | 1%
CC(=O)C1=C(O)C(=O)N(CC(=O)O)C1c1ccccc1Cl (stereo not drawn) | ? | -16% | 23% | -4% | 71µM* | 5 | . | 50µM* | -19%
O=S(=O)(c1ccc2oc(=S)[nH]c2c1)N1CCOCC1 | 79µM* | ? | -41% | 2% | -38% | -3 | ? | 1.3µM* | .
COc1cc(C2C(C(C)=O)=C(O)C(=O)N2Cc2ccccc2)ccc1O (stereo not drawn) | 17% | -33% | 22% | 52%[activator] | -23% | -6 | -16% | 45µM* | -2%
Nc1nc(N)c2nc(-c3ccccc3)c(N)nc2n1 | -20% | -6%[56.9 µM] | 22% | -5%&-5% | 12% | -5&4&-1 | -17% | -4%[59 µM] | 5%
Cc1ccc(OCCn2c(=O)sc3ccccc32)cc1 | 119%[activator] | 11% | 199% | -2% | 121%[activator] | -8 | -19% | 94%[activator][59 µM] | 14%
Cc1csc2nc(COC(=O)c3ccc(F)cc3)cc(=O)n12 | 2% | -8% | 69%[activator] | 3% | -3% | -8 | 2% | 15%[59 µM] | -2%
Cc1ccccc1-n1nnnc1-c1ccccc1 | 3% | -16% | 43% | -3% | . | 3 | ? | -2%[59 µM] | 7%
COc1ccc(N2CCN(C(=O)Cc3c(C(=O)O)c(C)cn3C)CC2)cc1 | -12% | 18% | 7% | 0% | -13% | -2 | 3% | 0%[59 µM] | -1%
CCN(CC)C(=O)[C@H]1C[C@H](CC(=O)NCc2cccc(C(F)(F)F)c2)C(=O)N2CCc3c([nH]c4cc(-c5ccco5)ccc34)[C@]12C | ? | -19% | ? | 17% | . | 2 | . | . | -2%
CC1CCC(NC(=O)CSc2nncn2C)CC1 (stereo not drawn) | -12% | 15% | 14% | -6% | . | -8 | -25% | . | 4%
COc1ccc(C)cc1NS(=O)(=O)c1ccc2c(c1)[C@H]1C=CC[C@H]1[C@@H](c1cccc(Cl)c1)N2 | ? | 4% | 2% | -29% | ? | -5 | ? | 2.8µM* | -3%
O=C(NCc1ccccc1)C(c1ccc(F)cc1)N(C(=O)c1csnn1)C1CC1 (stereo not drawn) | -9% | -19% | -13% | -2% | 11% | -3 | 9% | 23% | 1%
N#Cc1c(N)n[nH]c1Cc1cccc2ccccc12 | -13% | -8% | 34% | -1% | . | -4 | 5% | . | .
O=C1COc2ccc(C(=O)COc3ccc([N+](=O)[O-])cc3)cc2N1 | -15% | 15% | 25% | -1% | 9% | 3 | 1% | . | 2%
COc1ccc(Cl)cc1N1CCN(CCNC(=O)Nc2ccccc2C)CC1 | ? | 10% | 12% | 11% | -3% | 2 | -5% | ? | 14%
CCOC(=O)Cn1c(-c2nonc2NC(=O)c2ccccc2F)nc2ccccc21 | -8% | -15% | 40%[activator] | 3% | -33% | -4 | 42%[activator] | 22% | 24%
CN(c1ncc(C(F)(F)F)cc1Cl)N1C(=O)c2cccc([N+](=O)[O-])c2C1=O | -10% | 16% | 36% | 6% | ? | 10 | ? | ? | 9%
CC1=C(C(=O)OCC2CCCCC2)C(c2cccc(Cl)c2Cl)CC(=O)N1 (stereo not drawn) | -19% | 0% | 46%[activator] | 7% | 2% | 0 | -17% | 2%[59 µM] | -4%
Nc1cc(S(=O)(=O)N2CCOCC2)ccc1N1CCOCC1 | -11% | 5% | 31% | 11% | . | -4 | 21% | . | 4%
COc1ccc(C(C)=O)cc1CN1C(=O)NC2(CCCCCCC2)C1=O | 4% | 3% | 31% | 2% | -1% | -1 | 1% | -33% | 7%
Cc1c(NC(=O)C2(c3ccc(Cl)cc3)CCCC2)c(=O)n(-c2ccccc2)n1C | 12% | -10% | 9% | . | 5% | 3 | -15% | -37% | -7%
CCOC(=O)c1ccc(N2C(=O)c3n[nH]c(-c4cccs4)c3C2c2ccc(O)c(OC)c2)cc1 (stereo not drawn) | -28% | -32% | 17% | -9% | . | 2 | -21% | -37%[59 µM] | 14%
O=C(Nc1ccc(N2CCCC2)cc1)c1cc(Cl)ccc1Cl | -21% | -36% | 9% | 3% | -32% | -2 | ? | ? | -5%
COc1ccc(/C=C2\SC(N)=NC2=O)cc1Br | -35% | -6% | 17% | 4% | ? | -5 | . | . | 9%
O=C(CCNC(=O)C1CCN(S(=O)(=O)c2ccc(F)cc2)CC1)NCc1ccccc1Cl | -8% | 2% | 30% | -10% | 0% | 4 | 13% | 9% | 2%
COc1ccc(C2(c3ccc(OC)cc3)NC(=O)N(CC(=O)Nc3ccc(OC(F)F)cc3)C2=O)cc1 | -28% | 14% | -6% | -3% | -25% | 3 | -27% | 24% | -14%
Cc1ccccc1OCCn1c(=S)[nH]c2ccccc21 | -31% | -10% | 29% | -10% | -31% | -12 | -8% | 40µM* | -3%
COCCCNCCCCOc1c(Cl)cc(C)cc1Br | 2.5µM* | -11% | ? | 0% | 22µM* | -2 | ? | . | -4%
CCc1cc(C(=O)Nc2cc(Cl)ccc2N2CCN(C)CC2)sc1C | -23% | 12% | 2% | 4% | -6% | 1 | -13% | ? | -7%
O=C(O)c1ccc(/C=C2\SC(=S)N(NC(=O)c3ccccc3)C2=O)cc1 | -7% | -17% | 30% | -1% | -20% | -15 | 0% | ? | 48%[activator]
COc1ccc(-c2cc(C#N)nc(NN)n2)cc1 | -19% | -16% | 23% | 18µM* | -24% | 6 | 495%[activator] | . | -3%
CCc1noc(C)c1C(=O)Nc1ccccc1N1CCOCC1 | -12% | 16% | 5% | -3% | -13% | 5 | ? | 6%[0.501 µM] | 7%
O=C(NCC1COc2ccccc2O1)c1cccs1 (stereo not drawn) | -29% | 6% | 9% | -18% | 2% | 0 | 1%&-3% | 12% | 7%
CCOC(=O)c1cccc(NC(=O)c2ccc3nc(C(C)C)oc3c2)c1 | -10% | 16% | 24%[57 µM] | 3% | 3% | 3 | -12% | 7%[59 µM] | 0%
COC(=O)c1ccc(NC(=O)c2ccc3c(c2)C(=O)N(Cc2cccnc2)C3=O)cc1 | -10% | -22% | 33% | -1% | -3% | 0 | 8% | . | -1%
CC(CNC(=O)Cn1ncc2c3ccccc3n(Cc3cccc(Cl)c3)c2c1=O)c1ccccc1 (stereo not drawn) | ? | 5% | 4% | -9% | -21% | -6 | ? | 6%[59 µM] | 8%
CCCCN(C)Cc1c(C(=O)N2CCc3ccccc3C2)nc2ccc(Cl)cn12 | -26% | -4% | -2% | 3% | ? | 4 | 12% | 10%[0.501 µM] | 0%
CCOC(=O)C1(C(N)=O)OC1(c1ccc(Cl)cc1)c1ccccc1Cl (stereo not drawn) | -19% | 11% | 14%[57 µM] | -6% | . | 0 | 5% | . | 3%
O=C(O)c1ccccc1C(=O)OCCc1cc2ccccc2c(=O)o1 | 1% | 12% | 46%[activator] | 0% | -4% | 2 | ? | -7%[0.501 µM] | 1%
O=c1c2ccccc2nc(-c2ccccc2)n1O | -29% | 17% | 14% | -2% | . | -2 | ? | . | 4%

A stretch from the list above, for reference:
SMILES | JMJD2A Tudor | RGS4 inhibitor | HP1b chromo inh | GLS inh | BAZ2B block | PI4K2A block | ALOX12 inh | G9a block | ERG Ets-DNA blk
O=C(O)c1ccccc1C(=O)OCCc1cc2ccccc2c(=O)o1 | 1% | 12% | 46%[activator] | 0% | -4% | 2 | ? | -7%[0.501 µM] | 1%
O=c1c2ccccc2nc(-c2ccccc2)n1O | -29% | 17% | 14% | -2% | . | -2 | ? | . | 4%
